# Neddyl block: inhibitors of human cullin neddylation; P61081+Q13564; AID 651699; TR-FRET cullin neddylation, biochemical; calls only at 25 µM; 360,000 compounds, 0.58% hits; in the data active means inhibition above about 36%
# Rin1-Abl PPI inh: inhibitors of human Rin1-Abl protein interaction; TR-FRET Rin1/Abl binding, biochemical; inhibition, % at 7.35 µM; 360,000 compounds, 0.4% hits; AID 588664; in the data active means inhibition above about 5%, passing the limit was not always enough
# MLLE-PAM2 inh: blocks PAM2 peptide binding to the PABP1 MLLE domain | P11940 | GST-MLLE / FITC-PAM2 fluorescence polarization | inhibition, % at 20 µM | 360,000 compounds, 0.36% hits; in the data active means inhibition above about 35%, passing the limit was not always enough;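 further: plate controls were DMSO wells with GST-MLLE for no effect and wells lacking GST-MLLE protein for full effect; some results filed as inactive read as strong as hits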
# eLon inh: inhibitors of E. coli Lon protease; purified E. coli Lon protease, fluorescence polarization; 360,000 compounds, 0.42% hits; P0A9M0; inhibition, % at 7.94 µM; in the data active means inhibition above about 13%, passing the limit was not always enough;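 further: 0% = enzyme with probe and DMSO and 100% = no enzyme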
# Target sequence (P0A9M0 whole entry, looked up): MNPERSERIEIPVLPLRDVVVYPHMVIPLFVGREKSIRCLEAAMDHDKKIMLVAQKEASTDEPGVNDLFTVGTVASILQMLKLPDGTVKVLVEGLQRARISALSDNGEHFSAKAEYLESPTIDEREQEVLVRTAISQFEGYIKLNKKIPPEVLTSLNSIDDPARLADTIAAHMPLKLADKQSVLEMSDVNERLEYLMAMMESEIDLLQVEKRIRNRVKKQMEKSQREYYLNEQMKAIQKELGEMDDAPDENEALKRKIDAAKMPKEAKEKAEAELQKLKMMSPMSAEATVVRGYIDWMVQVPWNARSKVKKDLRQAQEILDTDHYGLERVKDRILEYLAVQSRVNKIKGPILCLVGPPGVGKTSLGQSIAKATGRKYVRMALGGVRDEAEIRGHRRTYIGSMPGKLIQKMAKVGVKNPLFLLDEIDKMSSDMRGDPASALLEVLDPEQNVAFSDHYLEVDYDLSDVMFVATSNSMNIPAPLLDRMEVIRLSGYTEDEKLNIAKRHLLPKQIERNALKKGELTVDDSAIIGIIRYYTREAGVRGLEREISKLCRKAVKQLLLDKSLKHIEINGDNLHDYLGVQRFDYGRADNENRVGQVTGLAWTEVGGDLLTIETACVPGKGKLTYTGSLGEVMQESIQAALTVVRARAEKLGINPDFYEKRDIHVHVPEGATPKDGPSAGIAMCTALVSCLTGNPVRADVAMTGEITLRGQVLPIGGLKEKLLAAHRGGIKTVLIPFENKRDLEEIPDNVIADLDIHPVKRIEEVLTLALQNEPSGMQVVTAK
# CSN deneddyl inh: CSN deneddylation inhibition. Q92905. Purified CSN, SCF-Nedd8-OG deneddylation, fluorescence polarization. inhibition, % at 12.5 µM. 360,000 compounds, 0.38% hits;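 active means pattern-corrected inhibition above about 35%, with an unprinted fluorescence ratio check between 0.5 and 1.5, limit read from the data, passing the limit was not always enough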;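 further: 0% = enzyme with substrate and 100% = substrate without enzyme; some results filed as inactive read as strong as hits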
#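 Test system: Human Csn5 produced in HEK293T cells | Compound: 12.5 µM single point | Times: 90 min, room temperature | Signal: Fluorescence polarization readout | Read-out basis: % inhibition of substrate cleavage by Csn5 | Controls: no-enzyme wells high, enzyme-with-substrate wells low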
# Tb MetRS inh: blocks T. brucei methionyl-tRNA synthetase activity | purified T. brucei MetRS, ATP depletion, Kinase-Glo luminescence | inhibition, % at 11.9 µM | 360,000 compounds, 0.4% hits | AID 624268;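 active means inhibition above a per-plate cutoff of the control wells' mean inhibition plus 3 SD, cut at about 5.5% in these data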;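 further: 0% = DMSO wells median and 100% = median of wells with control inhibitor compound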
#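 Assay system: T. brucei methionyl-tRNA synthetase, purified | Medium: HEPES buffer with MgCl2, KCl, DTT, spermine, BSA, pyrophosphatase | Compound: 11.9 µM single point | Incubation: 15 min enzyme-compound preincubation, 2 h reaction, 10 min detection, 25 °C | Measured by: Kinase-Glo luciferase luminescence reporting remaining unconsumed ATP | Measure: % inhibition normalized to control-well medians | Replication: Singlicate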
# MsrA act: activators of bovine methionine sulfoxide reductase A; purified bovine MsrA, absorbance read-out; activation, % at 10.6 µM; 360,000 compounds, 0.3% hits; AID 602163; in the data active means activation above about 7.5%;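 further: 0% = vehicle and 100% = reference activator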
# FAS-TE inh: inhibitors of human fatty acid synthase thioesterase domain | recombinant FAS-TE, OMFH fluorogenic substrate, fluorescence endpoint | P49327 | 360,000 compounds, 0.67% hits | inhibition, % at 15 µM | AID 602261;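 active means compounds whose normalised, plate-corrected inhibition of enzyme fluorescence in the single-dose primary screen is 50% or more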;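 further: 0% = DMSO with enzyme and 100% = substrate without enzyme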
# MsrA inh: inhibits bovine methionine sulfoxide reductase A. purified bovine MsrA, absorbance read-out. inhibition, % at 15.5 µM. 360,000 compounds, 0.75% hits. AID 651718; in the data active means inhibition above about 4.5%;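 further: 0% = vehicle wells with enzyme and 100% = reference inhibitor wells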
# An asterisk follows results filed as active; i = inactive; x = not tested or not shown.
(1) Cn1c(CCc2ccccc2)nnc1SCC(=O)N1CCCC1
(2) COc1c(C)cc(C(=O)C2CCCN(C(=O)CCCn3cncn3)C2)cc1C (centres undefined)
(3) CCCc1cnc(N2CCN(S(C)(=O)=O)CC2)nc1
(4) O=C1CCC([N+](=O)[O-])C(c2ccc(C(F)(F)F)cc2)N1 (centres undefined)
(5) NS(=O)(=O)c1ccc(CCNC(=O)c2ccc3c(c2)OCCO3)cc1
(6) CC(C)=CC(=O)N1CCC(N2CCC(C(=O)NCC3CCCO3)CC2)CC1 (centres undefined)
(7) COc1ccccc1Oc1cc(F)nc(N)n1
(8) c1ccc2oc(-c3[nH]ncc3CN3CCC(N4CCSCC4)CC3)cc2c1

entry no.	1	2	3	4	5	6	7	8
Neddyl block	i	i	i	i	i	i	i	i
Rin1-Abl PPI inh	3	-3	-3	8.2*	-3	3	0	2
MLLE-PAM2 inh	2	8	17	-7	10	2	12	0
eLon inh	-4	-12	-9	-4	7	-11	-3	-4
CSN deneddyl inh	2	3	0	-1	-8	2	-9	-3
Tb MetRS inh	-1.1	-0.6	0.2	0.0	-0.4	-0.3	0.1	-1.6
MsrA act	-3	-8	-1	-1	-2	-7	-1	-11
FAS-TE inh	-6	-7	-3	-2	-2	-8	-3	-7
MsrA inh	-0.1	0.7	-0.9	-0.6	1.6	-0.6	-1.2	-1.0

# The list goes on, starting with the last four of the part before.
(5) NS(=O)(=O)c1ccc(CCNC(=O)c2ccc3c(c2)OCCO3)cc1
(6) CC(C)=CC(=O)N1CCC(N2CCC(C(=O)NCC3CCCO3)CC2)CC1 (centres undefined)
(7) COc1ccccc1Oc1cc(F)nc(N)n1
(8) c1ccc2oc(-c3[nH]ncc3CN3CCC(N4CCSCC4)CC3)cc2c1
(9) O=C(Nc1ccc(CN2CCCCC2)cc1)Nc1ccccc1Cl
(10) Cc1nnc(Nc2ccc3c(c2)ncn3C)c2ccccc12
(11) CCc1onc(C)c1C(=O)Nc1cc(C)ccc1OC
(12) COc1ccccc1Cn1c(=S)[nH]c2cc(C(=O)NCC3CCCO3)ccc2c1=O (centres undefined)
(13) COC(=O)c1c(C(=O)OC)c2n(c1C)CCC2
(14) CCOc1c(C)cnc2c1c(=O)n(Cc1ccc(Cl)cc1)c(=O)n2C
(15) CCCCOc1ccc(/C=C/C(=O)N(CC)CC(=O)Nc2ccc3c(c2)OCCO3)cc1OC
(16) CCC[C@@H]1C[C@@H](C(=O)NC(C(C)Cl)[C@H]2O[C@H](SC)[C@H](O)[C@@H](O)[C@H]2O)N(C)C1 (some centres undefined)

entry no.	5	6	7	8	9	10	11	12	13	14	15	16
Neddyl block	i	i	i	i	i	i	i	i	i	i	i	i
Rin1-Abl PPI inh	-3	3	0	2	5	-3	0	2	-1	0	-8	-1
MLLE-PAM2 inh	10	2	12	0	-3	-6	14	-61	-1	-11	4	-15
eLon inh	7	-11	-3	-4	-7	1	-4	-7	6	2	-4	8
CSN deneddyl inh	-8	2	-9	-3	2	-9	1	6	-1	0	-1	-1
Tb MetRS inh	-0.4	-0.3	0.1	-1.6	-0.3	-0.4	0.1	0.0	-0.8	-0.1	-0.2	-0.8
MsrA act	-2	-7	-1	-11	-3	-5	3	-3	-2	-3	-2	-1
FAS-TE inh	-2	-8	-3	-7	-8	-12	2	4	-8	24	9	-1
MsrA inh	1.6	-0.6	-1.2	-1.0	-0.8	2.4	-0.9	0.1	1.7	-0.3	1.5	-0.9

(17) COc1ccc2oc(=O)c(C(=O)Nc3ccccc3-c3ccccc3)cc2c1
(18) COC1(C)CC2C(CC1OC(=O)c1cc([N+](=O)[O-])cc([N+](=O)[O-])c1)C2(C)C (centres undefined)
(19) CNC(=O)C1CCC(=O)N1Cc1c[nH]c2ccccc12 (centres undefined)
(20) COc1cccc(NC(=O)CSc2ncnc3c2oc2ccccc23)c1
(21) Cc1cc2oc(=O)cc(CSc3nc(N)cc(N)n3)c2cc1C(C)C
(22) Cc1cc[n+](CC(=O)c2cc3ccccc3oc2=O)cc1
(23) C[C@@H]1CCCCO[C@@H](CN(C)S(=O)(=O)c2ccc(F)cc2)[C@@H](C)CN([C@H](C)CO)C(=O)c2cc(NC(=O)c3ccccc3)ccc2O1
(24) Cc1ccc(CN2CC(N3CC=CC3)CS2(=O)=O)cc1 (centres undefined)

entry no.	17	18	19	20	21	22	23	24
Neddyl block	i	i	i	i	i	i	i	i
Rin1-Abl PPI inh	-1	2	5	-351	1	-1	1	3
MLLE-PAM2 inh	3	-17	7	16	-6	8	-44	-22
eLon inh	1	-3	4	-6	4	-9	-12	-2
CSN deneddyl inh	2	-2	0	-3	4	1	1	2
Tb MetRS inh	-0.2	0.8	-1.0	-0.3	-0.6	-0.1	0.2	-1.7
MsrA act	-2	-4	-8	-3	-8	0	1	-13
FAS-TE inh	20	34	-4	17	16	-5	24	-5
MsrA inh	-0.7	-0.3	-0.3	0.3	0.4	-0.1	2.5	0.4

(25) CCOC(=O)N1CCN(C(=O)/C=C/c2ccc(OC)cc2)CC1
(26) O=C(Cc1ccccc1)N/N=C/c1ccc(-c2ccc([N+](=O)[O-])cc2)o1
(27) O=[N+]([O-])c1cccc(S(=O)(=O)NCc2ccccn2)c1
(28) CCN(CC)C(=O)CSc1nnc(-c2ccccn2)n1-c1ccccc1OC
(29) CC(C)C[C@H]1CN(CCCC[C@@H]2CNC(=O)C(=O)N2CCc2ccccc2)C(=O)C(=O)N1CCc1ccccc1
(30) Cc1ccc(C(=O)NC2CC3CCC(C2)N3C)cc1 (centres undefined)
(31) CC1(c2cccc(Br)c2)NC(=O)NC1=O (centres undefined)
(32) N#CC(c1cccc(Cl)c1)c1ncc(C(F)(F)F)cc1Cl (centres undefined)

entry no.	25	26	27	28	29	30	31	32
Neddyl block	i	i	i	i	i	i	i	i
Rin1-Abl PPI inh	2	2	3	2	x	-1	-1	1
MLLE-PAM2 inh	10	-8	10	-12	x	9	9	-2
eLon inh	5	-12	3	0	0	2	6	-2
CSN deneddyl inh	4	2	0	2	-3	3	1	-3
Tb MetRS inh	-1.1	-0.6	-0.2	-0.2	-0.2	-0.3	-0.3	-1.0
MsrA act	-8	-4	-1	-3	0	0	0	-6
FAS-TE inh	-7	-19	-4	-3	-8	-3	-3	11
MsrA inh	0.8	-0.7	0.7	-0.7	-1.3	1.8	-1.3	0.1

(33) CCOc1ccc(C(C)=O)cc1Cn1c(=O)oc2ccccc21
(34) CCCCCC(O)(c1ccc(OC)cc1)C(CN1CCOCC1)c1ccccc1 (centres undefined)
(35) COc1cc(OC)cc(-c2c(C#Cc3ccsc3)c3cc(-c4ccccc4OC)ccc3n2C)c1
(36) O=C(NC1CCCCC1)C(C1CC1)n1c(=O)c(-c2cc3ccccc3[nH]2)nc2ccccc21 (centres undefined)
(37) Cc1noc(C)c1CSc1ccc(Br)cc1
(38) O=C(COC(=O)c1ccccc1Br)Nc1cc(S(=O)(=O)N2CCOCC2)ccc1N1CCCC1
(39) O=C(CCSCc1ccccc1Cl)N1CCN(c2ccccn2)CC1
(40) Cc1noc(C)c1COC(=O)c1cc2c3ccccc3n(C)c2s1

entry no.	33	34	35	36	37	38	39	40
Neddyl block	i	i	i	x	i	i	i	i
Rin1-Abl PPI inh	-1	-3	1	x	0	0	0	-1
MLLE-PAM2 inh	-11	17	4	x	15	8	12	-25
eLon inh	5	-2	-12	x	2	-2	-2	2
CSN deneddyl inh	1	-3	-1	-2	2	7	-9	-3
Tb MetRS inh	-1.2	-1.4	0.2	-1.5	-0.9	0.7	-0.2	-0.9
MsrA act	-5	-2	-1	x	-2	-3	-1	-7
FAS-TE inh	3	18	24	x	4	9	5	14
MsrA inh	0.7	0.1	2.9	0.1	0.6	-0.3	0.3	2.2

# Entries 37 to 40 of the list above:
(37) Cc1noc(C)c1CSc1ccc(Br)cc1
(38) O=C(COC(=O)c1ccccc1Br)Nc1cc(S(=O)(=O)N2CCOCC2)ccc1N1CCCC1
(39) O=C(CCSCc1ccccc1Cl)N1CCN(c2ccccn2)CC1
(40) Cc1noc(C)c1COC(=O)c1cc2c3ccccc3n(C)c2s1

entry no.	37	38	39	40
Neddyl block	i	i	i	i
Rin1-Abl PPI inh	0	0	0	-1
MLLE-PAM2 inh	15	8	12	-25
eLon inh	2	-2	-2	2
CSN deneddyl inh	2	7	-9	-3
Tb MetRS inh	-0.9	0.7	-0.2	-0.9
MsrA act	-2	-3	-1	-7
FAS-TE inh	4	9	5	14
MsrA inh	0.6	-0.3	0.3	2.2

# Remaining list, next part
(41) O=C(CNc1ccc2ccccc2c1)N/N=C/c1ccccn1
(42) Cc1ccc(C(=O)c2ccc(N3CCOCC3)c(F)c2)cc1
(43) CCc1ccc(/C=C2/SC(=S)N(CCC(=O)Nc3ccc(C(=O)O)cc3)C2=O)cc1
(44) CC1CCN(c2c(NCC3CCC(C(=O)NCCc4ccccc4)CC3)c(=O)c2=O)CC1 (centres undefined)
(45) COc1cc(CN2CCN(C(=O)c3ccccc3F)CC2)cc(OC)c1OC

entry no.	41	42	43	44	45
Neddyl block	i	i	i	i	i
Rin1-Abl PPI inh	-2	2	-4	2	0
MLLE-PAM2 inh	-4	-8	-27	7	-3
eLon inh	2	-2	-3	-14	-3
CSN deneddyl inh	2	-6	9	0	-4
Tb MetRS inh	-0.4	-0.3	0.1	-0.5	-0.7
MsrA act	-5	4	-1	-5	-4
FAS-TE inh	7	8	6	5	-2
MsrA inh	-0.4	0.9	-0.8	1.6	-0.4

# Entries by screen from the entries so far.
# FAS-TE inh, nos. 1 to 10 → -6, -7, -3, -2, -2, -8, -3, -7, -8, -12
# Tb MetRS inh, nos. 1 to 10 → -1.1, -0.6, 0.2, 0.0, -0.4, -0.3, 0.1, -1.6, -0.3, -0.4
# MsrA act, nos. 1 to 10 → -3, -8, -1, -1, -2, -7, -1, -11, -3, -5
